Vif-APOBEC3F blk = qHTS for Inhibitors of Vif-A3F Interactions: qHTS. 390,000 compounds, 0.2% hits. HeLa A3F-eYFP + Vif (tagged APOBEC3F with the HIV-1 protein that degrades it), YFP fluorescence increase. Potency, µM (top dose mostly 46.1 µM), for the others: at the top dose activity, negative = active; further: potency means the concentration at half of the fitted maximal effect; % of control where 0% means no effect; nearly all actives have a fitted effect of over 65% in size
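Fluorescence increase (Ex 488/Em 500-530) after overnight compound treatment at 37 deg C flags inhibition of Vif-driven A3F-eYFP loss in stable HeLa A3F-eYFP/Vif cells seeded overnight beforehand.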
LDHA inh = qHTS assay for inhibitors of human lactate dehydrogenase; 480,000 compounds, 0.15% hits; purified LDHA, NADH/diaphorase-resazurin fluorescence; active compounds read low; L-lactate dehydrogenase A chain (Homo sapiens), P00338; activity change, % (values are at about 110 or 230 µM); in the data active means activity change below about -30%; inconclusive means mostly about -25% to -30%;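 further: plate controls were DMSO wells for no effect and wells without enzyme for full effect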
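Enzyme activity of human lactate dehydrogenase 5 (2 nM; 0.06 mM NADH, 0.2 mM pyruvate, 5 min, RT) is measured via a resazurin/diaphorase fluorescence readout of residual NADH.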
mIDH1 inhibitor = qHTS for Inhibitors of mutant isocitrate dehydrogenase 1 (IDH1): qHTS | Isocitrate dehydrogenase [NADP] cytoplasmic (Homo sapiens), O75874 | IDH1-R132H enzyme, NADPH consumption, diaphorase/resazurin fluorescence | Potency, µM (top dose mostly 76.6 µM), without a hit: at the highest dose activity change, negative = inhibition, actives largely listed as inhibitors | 390,000 compounds, 0.093% hits | AID 602179, 2012; further: potency means the concentration at half of the fitted maximal effect; on the % scale 0 is the no-effect control and ±100 the full control effect; nearly all actives have a fitted effect of over 65% in size
Target sequence (O75874 whole entry R132H, stated change not applied): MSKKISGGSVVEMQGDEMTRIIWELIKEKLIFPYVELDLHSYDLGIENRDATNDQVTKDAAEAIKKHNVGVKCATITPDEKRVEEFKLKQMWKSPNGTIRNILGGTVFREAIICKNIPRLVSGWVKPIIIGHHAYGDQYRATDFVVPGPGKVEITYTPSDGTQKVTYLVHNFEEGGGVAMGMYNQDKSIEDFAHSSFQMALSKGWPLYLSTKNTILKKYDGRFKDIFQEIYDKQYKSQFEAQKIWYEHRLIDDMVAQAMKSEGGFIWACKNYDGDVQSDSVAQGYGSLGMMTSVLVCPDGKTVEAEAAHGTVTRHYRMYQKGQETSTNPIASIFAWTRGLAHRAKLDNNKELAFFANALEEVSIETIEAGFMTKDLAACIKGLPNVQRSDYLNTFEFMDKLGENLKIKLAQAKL
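IDH1-R132H (0.5 ug/mL) preincubated 30 min with compound, then NADPH (0.016 mM) and alpha-KG (2 mM) added; 80 min at RT, pH 7.5. Remaining NADPH coupled via diaphorase/resazurin to fluorescence (540/590 nm); concentration-response curves normalized to no-enzyme control.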
Vif-A3G inh = qHTS for Inhibitors of Vif-A3G Interactions: qHTS. DNA dC->dU-editing enzyme APOBEC-3G (Homo sapiens), Q9HC16. 410,000 compounds, 0.076% hits. HeLa A3G-eYFP + Vif (tagged APOBEC3G with the HIV-1 protein that degrades it), YFP fluorescence, overnight. AID 602310, 2012. Potency, µM (titrated, usually from 46.1 µM), without a hit: at the top dose activity, negative = active, actives largely listed as inhibitors;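 further: potency means the concentration at half of the fitted maximal effect; on the % scale 0 is the no-effect control and ±100 the full control effect; nearly all actives have a fitted effect of over 60% in size; hits raise eYFP signal because A3G escapes Vif-driven loss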
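Read-out is eYFP fluorescence (Ex 488/Em 500-530) from Vif-expressing HeLa A3G-eYFP cells; more signal means A3G escaped Vif-mediated degradation. Cells plated overnight, compound pinned in, incubated overnight at 37 deg C.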
TrxR1 substrate = qHTS Assay for Substrates of Mammalian Selenoprotein Thioredoxin Reductase 1 (TrxR1): qHTS; purified TrxR1 substrate turnover, NADPH consumption readout; Potency, µM (series often up to 114 µM), inactives show top-dose activity change, negative = substrate turnover; 390,000 compounds, 0.01% hits; AID 588456, 2011; further: potency means the concentration at half of the fitted maximal effect; on the % scale 0 is the no-effect control and ±100 the full control effect; nearly all actives have a fitted effect of over 50% in size
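Rat TrxR1, dispensed at 90 nM, was prereduced with 400 uM NADPH (final) for 5 min at ~22 deg C, then incubated with compound 15 min before 400 uM selenite. A first-read NADPH fluorescence drop versus no-compound background flagged substrates.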
GRP78 ERSR act = qHTS for Inducers of the Endoplasmic Reticulum Stress Response (ERSR) in Human Glioma: qHTS | U87-MG GRP78 promoter luciferase reporter, 16 h | Potency, µM, for inactives: at the top dose activation, hits mostly activators | 420,000 compounds, 0.02% hits | AID 602332, 2012; further: potency means the concentration at half of the fitted maximal effect; series mostly up to about 76 µM; % of control where 0% means no effect; nearly all actives have a fitted effect of over 35% in size
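ERSR induction read as luciferase luminescence (Bright-Glo, 10 min at room temperature) in stably transfected human U87-MG glioma cells exposed to compounds for 16 h, using GRP78 as sensor.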
PI4K2A block = qHTS for small molecular inhibitors of PI4K2A. Phosphatidylinositol 4-kinase type 2-alpha (Homo sapiens), Q9BTU6. purified PI4K2A, ADP-Glo luminescence, 1 h; active compounds read low. activity change, negative = inhibition, % at 76.9 µM. 420,000 compounds, 0.13% hits. AID 1346378, 2018; in the data active means activity change below about -50%; inconclusive means mostly about -30% to -49%;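 further: -100% = wells without enzyme as full effect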
Target sequence (Q9BTU6 whole entry, looked up): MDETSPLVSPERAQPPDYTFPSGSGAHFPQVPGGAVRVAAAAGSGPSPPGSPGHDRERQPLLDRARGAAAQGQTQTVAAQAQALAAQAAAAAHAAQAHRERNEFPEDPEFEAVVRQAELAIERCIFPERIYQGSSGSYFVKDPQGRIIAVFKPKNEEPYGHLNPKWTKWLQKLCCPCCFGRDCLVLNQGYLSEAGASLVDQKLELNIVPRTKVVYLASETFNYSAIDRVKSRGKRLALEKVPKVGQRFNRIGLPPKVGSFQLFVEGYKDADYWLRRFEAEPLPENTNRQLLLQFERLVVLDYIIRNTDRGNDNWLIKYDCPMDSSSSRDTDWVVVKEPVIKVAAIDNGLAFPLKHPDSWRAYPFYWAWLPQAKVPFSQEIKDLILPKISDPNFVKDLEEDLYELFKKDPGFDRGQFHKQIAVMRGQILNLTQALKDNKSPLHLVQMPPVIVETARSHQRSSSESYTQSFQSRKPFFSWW
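Compounds are screened against recombinant PI4K2A using PI as substrate and ATP, the latter dispensed at 300 microM. Reactions run one hour at ambient temperature before ADP-Glo detection; full inhibition defined by wells lacking enzyme.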
USP1-UAF1 inh = Inhibitors of USP1/UAF1: Primary Screen; Ubiquitin carboxyl-terminal hydrolase 1 (Homo sapiens), O94782; recombinant USP1/UAF1, Ub-Rhodamine cleavage fluorescence; Potency, µM (top dose mostly 57.1 µM), without a hit: at the top dose activity change, negative = inhibition, hits mostly inhibitors; 390,000 compounds, 0.23% hits; AID 743255, 2014; further: potency means the concentration at half of the fitted maximal effect; on the % scale 0 is the no-effect control and ±100 the full control effect; nearly all actives have a fitted effect of over 60% in size; inactives centre near -12
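USP1/UAF1 complex at 1 nM was preincubated with compound for 15 min at room temperature, then Ub-Rho substrate (150nM final) was added. Fluorescence (480/540 nm) was read kinetically, 6 reads every 60 seconds.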
RXFP1 agonist = qHTS Assay for Agonists of the Relaxin Receptor RXFP1; Relaxin receptor 1 (Homo sapiens), Q9HBX9; HEK293T-RXFP1 cAMP TR-FRET, 30 min; response scale: percent of porcine relaxin response, buffer zero; Potency, µM (top dose mostly 57.5 µM), without a hit: at the highest dose activation, hits mostly activators; 370,000 compounds, 0.3% hits; AID 2676, 2010; further: potency means the concentration at half of the fitted maximal effect; on the % scale 0 is the no-effect control and ±100 the full control effect; nearly all actives have a fitted effect of over 60% in size; many of its hits are not listed in these tables
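cAMP rise read by TR-FRET after 30 min, 37C compound exposure (up to 58 uM) in RXFP1-transfected HEK293 cells with Ro 20174 present. EC50 from Hill-equation fits, with 29 nM porcine relaxin as 100% and buffer as basal.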
* = called active by the depositor; u = inconclusive; x = not tested or not shown; & = joins results of further samples; [ ] = dose if it differs, or a comment. Unless noted, the call rests on the fitted dose curve; in most records, active means well fitted curve in the direction sought with a large enough effect; inconclusive means small, poorly fitted or top-dose-only effect, or another doubt; inactive means no such curve, though single readings can be large; an effect the other way counts as inactive or inconclusive. A portion of the library; count on the stated rates, not on these rows.

SMILES	Vif-APOBEC3F blk	LDHA inh	mIDH1 inhibitor	Vif-A3G inh	TrxR1 substrate	GRP78 ERSR act	PI4K2A block	USP1-UAF1 inh	RXFP1 agonist
CC(C)c1ccc2c(c1)NC(c1ccc(F)cc1)=NC(c1cccs1)=N2	-2%	-4	-10%	-4%	-6%	1%	0	-22%	-1.5%
Cc1cc(N(C)C)c(C#N)c(N2CCCCC2)n1	0%	0	3%	2%	0%	-2%	5	-15%	1.6%
O=C(COC(=O)c1ccc([N+](=O)[O-])o1)NC1CCCC1	5%	8	1%	1%	-2%	-2%	-12	u	x
Cc1ccc(C)c(NC(=O)CSc2ncc3c(n2)-c2cc(Cl)ccc2N(Cc2ccccc2F)S3(=O)=O)c1	-7%	-3	0%	0%	8%[57.1 µM]	-3%	3	-21%	u
CC(=O)Nc1cccc(NC(=O)CSc2nnc(NC(=O)C3CC3)s2)c1	1%	-10	-2%	-2%	-5%	2%	1	-10%	-1.9%
Cc1cccc(C)c1-n1ncc(C(=O)NCc2ccc3c(c2)OCO3)c1C1CCN(C(=O)OC(C)(C)C)CC1	0%	3	0%	3%	-8%	-1%	0	2%	-0.5%
CCOC(=O)c1c(NC(=O)CN2C(=O)NC3(CCC(C)CC3)C2=O)sc(C)c1-c1ccc(C)cc1 (centres undefined)	-16%	-5	7%	2%	-10%	-2%	2	-17%	0.3%
N#Cc1ccccc1NC(=O)COC(=O)COc1ccccc1[N+](=O)[O-]	-16%	-12	-3%	0%	7%[57.1 µM]	-6%	-2	-16%	0.3%
CC(OC(=O)Cn1[nH]c(=O)c2ccccc2c1=O)C(=O)Nc1cccc(Cl)c1 (centres undefined)	-4%	-3&11	-2%	-2%	-2%	-3%	-1	7%	0.8%
O=C(NCc1ccco1)C1CCN(C(=O)Cc2ccccc2)CC1	-5%	-8	13%	2%	-6%	-2%	6	2%	2.8%
Cc1cc(-c2nc3ncccc3o2)ccc1NC(=S)NC(=O)C(C)C	-8%	1	10%	-1%	-6%[57.1 µM]	18%	-2	-8%	4.2%
CC(=O)N1CCOc2ccc(S(=O)(=O)NCCc3ccccc3)cc21	2%	-3	-4%	3%	-2%	6%	-4	-3%	-0.4%
COc1cccc(OC)c1NC(=O)C1CCCN1C(=O)Nc1ccccc1F (centres undefined)	u	-7	-7%	-1%	6%	0%	1	-10%	-0.9%
Cc1ccc(OCC(=O)O/N=C(\N)c2ccccn2)cc1	1%	-5	-2%	1%	4%[57.1 µM]	-5%	-1	-5%	1.8%
Cc1cc(=O)[nH]c(SCC(=O)Nc2ccc(F)cc2)c1C#N	1%	-3	1%	-16%	-5%[57.1 µM]	-3%	-6	-4%	0.0%

Brought forward from above: two compounds, then new ones.
SMILES	Vif-APOBEC3F blk	LDHA inh	mIDH1 inhibitor	Vif-A3G inh	TrxR1 substrate	GRP78 ERSR act	PI4K2A block	USP1-UAF1 inh	RXFP1 agonist
Cc1ccc(OCC(=O)O/N=C(\N)c2ccccn2)cc1	1%	-5	-2%	1%	4%[57.1 µM]	-5%	-1	-5%	1.8%
Cc1cc(=O)[nH]c(SCC(=O)Nc2ccc(F)cc2)c1C#N	1%	-3	1%	-16%	-5%[57.1 µM]	-3%	-6	-4%	0.0%
COc1ccccc1OCC(=O)NN=C(Cc1ccccc1)Cc1ccccc1	-10%	-4	4%	-12%	-6%	1%	2	-8%	-2.4%
CCOc1ccc(S(=O)(=O)N(C)c2ccc(OCC(=O)NC3=NCCS3)cc2)cc1	1%	-4	5%	3%	-5%	-6%	-1	-15%	-0.4%
CC1Cc2ccccc2N1C(=O)CO/N=C/c1ccc(OC(F)F)cc1 (centres undefined)	1%	-1	4%	-5%	-12%	-6%	2	-6%	2.1%
O=C(O)[C@@H]1CCCN1C(=O)c1ccco1	-2%	-5	0%	-1%	-14%	-3%	1	1%	1.6%
CNC(=O)NC(=O)C(C)OC(=O)c1oc2ccccc2c1CSc1ccc(Cl)cc1 (centres undefined)	6%	0	-20%	0%	-4%	0%	6	-12%	-1.1%
Cc1onc(-c2c(F)cccc2Cl)c1C(=O)OCC(=O)NC(=O)NCC(C)C	-3%	-3	-8%	-3%	1%[57.1 µM]	-3%	1	-3%	2.3%
Cn1c(CNC(=O)Cc2ccc3c(c2)OCO3)nnc1SCc1ccccc1	x	-9	1%	2%	2%	-1%	-3	-12%	0.2%
COC(=O)c1cccnc1N1CCN(c2ccccc2F)CC1	-4%	-9	4%	-2%	-7%	0%	0	-11%	-0.2%
Cc1ccc(CN2CCN(/N=C\C=C\c3ccccc3)CC2)cc1	8%	-10	6%	1%	-10%	-1%	-24	-14%	-4.0%
CCOc1ccc(OCC)c(S(=O)(=O)N2CCOCC2)c1	-6%	-4	7%	1%	-5%	0%	-2	u	-0.3%
FC(F)(F)c1cnc(-c2cnc(-c3ccccn3)nc2)c(Cl)c1	-19%	0	7%	1%	0%[57.1 µM]	-2%	-10	-1%	1.7%
O=C(CN1C(=O)c2cccnc2Oc2ccc(Cl)cc21)Nc1ccc(F)cc1	1%	1	-7%	-2%	4%	-5%	4	-14%	0.0%
Cc1ccc(NC(=S)Nc2cccc3cnccc23)c(C)c1	2%	17	3%	1%	4%[57.1 µM]	-7%	-12	-14%	0.9%
CC1=C(C(=O)OCCNC(=O)c2cccnc2)C(c2cccc([N+](=O)[O-])c2)C(C(=O)OCCN(C)C)=C(C)N1 (centres undefined)	5%	2	-1%	-4%	-1%	-4%	0	0%	1.7%
COc1cc2nc(CN3CCN(S(=O)(=O)c4c(F)cccc4F)CC3)[nH]c(=O)c2cc1OC	0%	-2	4%	4%	0%	-2%	-3	-6%	2.1%
Cc1ccc(Sc2ccc(/C=N/O)cc2[N+](=O)[O-])cc1	-6%	-4	-7%	-10%	-9%[0.457 µM]	-10%	9	-9%	2.0%
O=C(O)C1CC2C3CC(C(=O)O)C(C3)C2C1 (centres undefined)	1%	-1	6%	1%	-7%	-5%	0	-10%	x
Cc1cc2nc(-c3ccc(Cl)cc3)c(Cc3cccc(F)c3)n2c(C)c1Br	x	-7	x	-8%	x	1%	-4	x	x
CCOc1ccccc1N(C)C(=O)c1nn(-c2ccc(OC)cc2OC)c(=O)c2ccccc12	0%	-7	-9%	-6%	-4%	-5%	2	-8%	-1.3%
O=C(N/N=C/c1c(O)ccc2ccccc12)c1cccc(C(F)(F)F)c1	u	4	1%	u	12%[57.1 µM]	-6%	5	u	-1.3%
CCC1CCCCN1C(=O)c1ccc(OC2CCN(C(=O)CCOC)CC2)cc1 (centres undefined)	-2%	-4	2%	-2%	3%	u	-3	0%	3.2%
O=C(O)CCS(=O)(=O)c1cc(Br)cc2c1N(C(=O)C1CC1)CC2	4%	-1	15%	1%	3%[57.1 µM]	-4%	5	-27%	0.5%
Cc1nc(C)c(-c2ccc(SCC(=O)Nc3ccc(Br)cc3)nn2)s1	-2%	-5	4%	-1%	-6%[57.1 µM]	0%	1	-20%	u
COc1cccc(C(=O)NCCCNC(=O)c2cccc(OC)c2)c1	0%	0	1%	-1%	7%	-1%	-5	-22%	0.9%
Cc1nn(Cc2ccccc2)c2ncccc12	0%	-1	5%	-1%	19%	2%	3	-9%	-0.2%
Cc1nc(SC(C)C(=O)Nc2ccccc2C)cc(-c2ccccc2)n1 (centres undefined)	5%	-5	8%	-10%	4%	2%	-1	-10%	-1.1%
CCOc1ccc(S(=O)(=O)N2CCN(C(=O)CN3C(=O)NC(C)(C)C3=O)CC2)cc1	-5%	-3	-10%	2%	1%	-5%	-2	-6%	0.1%

Four neighbouring entries already listed, for reference:
SMILES	Vif-APOBEC3F blk	LDHA inh	mIDH1 inhibitor	Vif-A3G inh	TrxR1 substrate	GRP78 ERSR act	PI4K2A block	USP1-UAF1 inh	RXFP1 agonist
COc1cccc(C(=O)NCCCNC(=O)c2cccc(OC)c2)c1	0%	0	1%	-1%	7%	-1%	-5	-22%	0.9%
Cc1nn(Cc2ccccc2)c2ncccc12	0%	-1	5%	-1%	19%	2%	3	-9%	-0.2%
Cc1nc(SC(C)C(=O)Nc2ccccc2C)cc(-c2ccccc2)n1 (centres undefined)	5%	-5	8%	-10%	4%	2%	-1	-10%	-1.1%
CCOc1ccc(S(=O)(=O)N2CCN(C(=O)CN3C(=O)NC(C)(C)C3=O)CC2)cc1	-5%	-3	-10%	2%	1%	-5%	-2	-6%	0.1%

Screening data deposited in PubChem BioAssay by National Center for Advancing Translational Sciences (NCATS).
